Screening data: PubChem BioAssay, several laboratories
TRPN1 ag = zebrafish TRPN1 channel agonists, primary screen, cell-based, HEK293, calcium fluorescence. HEK293 zebrafish TRPN1-YFP, Fluo-8 calcium fluorescence; 100% = response to 87 µM carbachol. activation, % at 3 µM. hit rate 0.18% among 220,000. AID 1424, 2008;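 active = activation above its plate's cutoff, the mean activation of test wells on that plate plus 3 SD, cut at about 19% in these data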;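 note: 0% = DMSO alone and 100% = 87 µM carbachol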
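Material: zebrafish TRPN1-YFP in HEK293 cells; Doses: single test compound dose, 3 µM nominal, 0.3% DMSO; Timing: dye loading 1 h at 37 °C, then 30 min room temperature; Technique: intracellular calcium fluorescence with Fluo-8; Benchmarks: high carbachol 87 µM, low DMSO alone.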
Thrombin inh = human alpha-thrombin inhibitors, primary screen, counter-screen for coagulation protease inhibitor project, biochemical, 1536-well, fluorogenic AMC substrate | Prothrombin (Homo sapiens), P00734 | Boc-VPR-AMC fluorogenic substrate cleavage | inhibition, % at 5 µM | hit rate 0.26% among 220,000;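 active = inhibition at or above 40%; inactive = inhibition below 40%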;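 note: 0% = enzyme with no compound and 100% = wells without enzyme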
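Material: human alpha-thrombin protein. Incubation: reaction at ambient temperature. Technique: fluorescence of released AMC, ex 355 nm, em 460 nm. Control set: no-compound enzyme wells and no-enzyme blanks. Also added: Boc-VPR-AMC substrate, 15 µM final. Buffer or medium: pH 7.5 Tris (50 mM) with NaCl 150 mM, Tween 20 0.05%.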
KCC2 mod = KCC2 cotransporter modulators, thallium flux, primary screen, cell-based, HEK293 KCC2, FluoZin-2 fluorescence, MLSMR; B-score of Tl+ flux slope (higher = more flux/activation; lower = inhibition) at 10 µM; AID 1456, 2008; Solute carrier family 12 member 5 (Homo sapiens), Q9H2X9; hit rate 2.2% among 190,000; KCC2 cells, thallium flux FluoZin-2 fluorescence;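 active = thallium flux slope and its plate-corrected score both differing from the plate sample mean at a set confidence after two filtering rounds, in either direction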;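 note: slope of fluorescence scaled to starting intensity during 10 to 20 s after thallium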
EBV gp42 block = Epstein-Barr virus gp42 inhibitors, primary screen, biochemical, uHTS, fluorescence polarization; inhibition, % (tested at 21.74 µM); Fluorescence polarization binding assay, mP read-out; AID 1085, 2008; hit rate 0.42% among 220,000; in the data active = inhibition above about 50%
Target sequence (Q1HVG2 whole entry, looked up): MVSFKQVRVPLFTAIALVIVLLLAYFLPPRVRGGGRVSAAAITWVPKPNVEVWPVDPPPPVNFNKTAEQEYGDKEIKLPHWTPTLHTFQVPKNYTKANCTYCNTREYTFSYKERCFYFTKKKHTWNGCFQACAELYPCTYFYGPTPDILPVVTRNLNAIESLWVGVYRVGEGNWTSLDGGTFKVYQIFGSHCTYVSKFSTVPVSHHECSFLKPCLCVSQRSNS
TbHK1 inh = Trypanosoma brucei hexokinase 1 inhibitors, primary screen, biochemical, G6PDH-coupled NADH absorbance, MLSCN library; hexokinase 1 [Trypanosoma brucei]; recombinant TbHK1, G6PDH-coupled NADH A340; inhibition, % at 10 µM; hit rate 0.11% among 220,000; AID 1430, 2008;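 active = inhibition of 50% or more in the single-dose primary screen; inactive = inhibition below 50%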
TRPML3 ag = human TRPML3 channel agonists, primary screen, cell-based, HEK293 TRPML3-YFP, Fluo-8 calcium fluorescence, 3 µM | Mucolipin-3 (Homo sapiens), Q8TDD5 | 100% = the carbachol control signal | activation, % at 3 µM | hit rate 0.29% among 220,000 | AID 1448, 2008;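 active = activation above its plate's cutoff, the mean activation of the plate's test wells plus 3 SD, cut at about 12% in these data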;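 note: 0% = DMSO only wells and 100% = carbachol wells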
Target sequence (Q8TDD5 whole entry, looked up): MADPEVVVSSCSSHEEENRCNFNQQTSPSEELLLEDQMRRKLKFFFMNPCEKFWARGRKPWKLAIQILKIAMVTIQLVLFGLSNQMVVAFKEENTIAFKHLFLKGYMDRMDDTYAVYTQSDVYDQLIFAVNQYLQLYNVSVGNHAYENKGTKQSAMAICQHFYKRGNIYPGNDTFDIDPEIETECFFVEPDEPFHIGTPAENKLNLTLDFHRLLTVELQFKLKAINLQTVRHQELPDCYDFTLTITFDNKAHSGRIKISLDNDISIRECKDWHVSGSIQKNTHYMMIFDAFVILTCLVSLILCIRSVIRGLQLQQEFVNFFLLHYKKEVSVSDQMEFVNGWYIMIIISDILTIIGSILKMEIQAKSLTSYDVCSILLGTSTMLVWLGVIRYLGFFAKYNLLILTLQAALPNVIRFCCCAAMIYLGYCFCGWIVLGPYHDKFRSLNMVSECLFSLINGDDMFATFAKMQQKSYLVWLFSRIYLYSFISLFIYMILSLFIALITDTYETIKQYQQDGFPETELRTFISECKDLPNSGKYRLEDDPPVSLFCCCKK
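Material: HEK293 cells stably carrying human TRPML3-YFP; compound dosing: single dose, 3 µM final nominal compound, 0.3% DMSO final; incubation: 1-h 37 °C dye load, 5-s basal, 120-s post-compound reads; technique: Fluo-8 intracellular calcium fluorescence, excitation 470-495 nm, emission 515-575 nm; read-out basis: percent activation from peak-to-basal fluorescence ratio, scaled between DMSO and carbachol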
m-calpain inh = inhibitors of pig calpain II, primary screen, biochemical, fluorogenic peptide substrate, 1536-well | purified calpain II, 30 min | inhibition, % at 16 µM | hit rate 0.37% among 220,000;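 active = inhibition above about 50%, limit read from the data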
PPC-1+TRAIL kill = compounds killing PPC-1 cancer cells with TRAIL present, primary screen, TRAIL potentiator project, ATPLite luminescence, uHTS | PPC-1 cells + TRAIL, ATPLite viability luminescence | cell killing (% activity), % at 4 µM | hit rate 0.41% among 220,000;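 active = cell killing above 50% in the first pass at 4 µM, then a duplicate retest at 5 µM averaging 50% or more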;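 note: plate controls were cells with TRAIL plus DMSO for no effect and medium-only wells lacking cells for full effect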
Furin inhibitor = human furin inhibitors, primary screen, biochemical, fluorescence intensity. AID 463115, 2010. inhibition, % at 30 µM. P09958. hit rate 0.061% among 220,000. purified furin, fluorogenic substrate cleavage; in the data active = inhibition above about 25%; note: inactives centre near -15
* marks the source's active call; other numbers are inactive results; [ ] = another dose, or the depositor's remark.

How did Cc1c(NC2=NC3(CCCCC3)Cc3ccccc32)c(=O)n(-c2ccccc2)n1C do in these assays?
TRPN1 ag: 1.2; Thrombin inh: -10; KCC2 mod: 0.68; EBV gp42 block: 2; TbHK1 inh: 1; TRPML3 ag: 0.5; m-calpain inh: 16; PPC-1+TRAIL kill: 27; Furin inhibitor: -19[20 µM]

How did O=C(Cc1ccccc1)Nc1nnc(SCC(=O)NC2CCCC2)s1 do in these assays?
TRPN1 ag: -0.1; Thrombin inh: -8; KCC2 mod: 0.76; EBV gp42 block: -9; TbHK1 inh: 2; TRPML3 ag: 0.7; m-calpain inh: -30; PPC-1+TRAIL kill: 16; Furin inhibitor: -22

Results for O=C1c2cccc3cccc(c23)C(=O)N1c1cccnc1 ?
TRPN1 ag: 0.5; Thrombin inh: -7; KCC2 mod: -0.93; EBV gp42 block: -8; TbHK1 inh: -28; TRPML3 ag: 0.0; m-calpain inh: -29; PPC-1+TRAIL kill: 23; Furin inhibitor: -21

How did COc1ccc(Cl)cc1NC(=O)c1c(-c2ccccc2)noc1C do in these assays?
TRPN1 ag: -0.3; Thrombin inh: 1; KCC2 mod: 1.7; EBV gp42 block: -3; TbHK1 inh: -1; TRPML3 ag: 0.3; m-calpain inh: -48; PPC-1+TRAIL kill: 6; Furin inhibitor: -19[20 µM]

Results for Cc1ccc(N2C(=O)[C@@H]3[C@H](C2=O)C2c4ccccc4C=CN2[C@@H]3C(=O)c2ccco2)c(C)c1 (stereo partly drawn) ?
TRPN1 ag: 1.5; TbHK1 inh: -6; TRPML3 ag: 0.5; PPC-1+TRAIL kill: 13; Furin inhibitor: -7

Results for Cc1nc(SCc2ccccc2C)n[nH]1 ?
TRPN1 ag: -0.8; Thrombin inh: -3; KCC2 mod: 0.027; EBV gp42 block: -1; TbHK1 inh: 2; TRPML3 ag: -1.4; m-calpain inh: 16; PPC-1+TRAIL kill: 17; Furin inhibitor: -8[20 µM]

What do the screens show for `CCCCC(CCC(=O)O)(C(=O)OCC)c1csc(N)n1` (stereo not drawn)?
TRPN1 ag: 1.7; Thrombin inh: 5; KCC2 mod: 0.73; EBV gp42 block: 4; TbHK1 inh: 4; TRPML3 ag: 0.4; m-calpain inh: -13; PPC-1+TRAIL kill: 7; Furin inhibitor: -12

Results for OCCC1CN(Cc2c(F)cccc2Cl)CCN1C1CCCCC1 (stereo not drawn) ?
TRPN1 ag: 0.2; Thrombin inh: -9; KCC2 mod: -0.19; EBV gp42 block: 1; TbHK1 inh: 5; TRPML3 ag: 1.5; m-calpain inh: 10; PPC-1+TRAIL kill: 18; Furin inhibitor: -19

How did O=S1(=O)C[C@@H](O)[C@@H](Nc2ccccc2)C1 do in these assays?
TRPN1 ag: 1.3; Thrombin inh: -6; KCC2 mod: -0.21; EBV gp42 block: -20; TbHK1 inh: -6; TRPML3 ag: 1.1; m-calpain inh: -7; PPC-1+TRAIL kill: -4; Furin inhibitor: -19

How did CCOC(=O)c1cc(C)n(Cc2cccc(OC)c2OC)c1C do in these assays?
TRPN1 ag: 2.0; Thrombin inh: -10; EBV gp42 block: -2; TbHK1 inh: 1; TRPML3 ag: 0.2; m-calpain inh: -25; PPC-1+TRAIL kill: 4; Furin inhibitor: -6

Results for Cc1ccc(NC(=O)CNc2ccc(N3CCOCC3)cc2)cc1S(=O)(=O)N(C)C ?
TRPN1 ag: 0.4; Thrombin inh: -5; KCC2 mod: 0.9; EBV gp42 block: 3; TbHK1 inh: 5; TRPML3 ag: 1.2; m-calpain inh: 11; PPC-1+TRAIL kill: 8; Furin inhibitor: -21

How did Cc1cc(C(=O)Oc2cccnc2)ccc1[N+](=O)[O-] do in these assays?
TRPN1 ag: 0.1; Thrombin inh: -4; KCC2 mod: 0.35; EBV gp42 block: -6; TbHK1 inh: -1; TRPML3 ag: 0.4; m-calpain inh: 23; PPC-1+TRAIL kill: -5; Furin inhibitor: 2

What do the screens show for `CC(C(=O)NC1C(=O)N2C(C(=O)O)=C(CSc3nnnn3C)CSC12)n1cc(Br)cn1` (stereo not drawn)?
TRPN1 ag: 1.0; Thrombin inh: -8; KCC2 mod: -0.49; EBV gp42 block: 1; TbHK1 inh: 6; TRPML3 ag: 0.5; m-calpain inh: -3; PPC-1+TRAIL kill: 8; Furin inhibitor: -16

What do the screens show for `O=C(Cc1n[nH]c(=O)c2ccccc12)NCc1ccccc1`?
TRPN1 ag: -0.9; Thrombin inh: 1; KCC2 mod: -0.00021; EBV gp42 block: -3; TbHK1 inh: 1; TRPML3 ag: -0.1; m-calpain inh: 22; PPC-1+TRAIL kill: 19; Furin inhibitor: -18

What do the screens show for `Nc1nnc(CSCc2ccc(Cl)cc2Cl)s1`?
TRPN1 ag: -0.5; Thrombin inh: -3; KCC2 mod: -0.22; EBV gp42 block: -8; TbHK1 inh: -1; TRPML3 ag: 0.5; m-calpain inh: 14; PPC-1+TRAIL kill: -5; Furin inhibitor: -16

How did CC(O)CNc1nc2c(c(=O)n(C)c(=O)n2C)n1Cc1cccc(C(F)(F)F)c1 (stereo not drawn) do in these assays?
TRPN1 ag: -0.5; Thrombin inh: -3; KCC2 mod: 1.1; EBV gp42 block: -3; TbHK1 inh: 5; TRPML3 ag: 0.0; m-calpain inh: -5; PPC-1+TRAIL kill: -14; Furin inhibitor: -10[20 µM]

How did ONC(=Nc1cccc(C(F)(F)F)c1)c1cccnc1 do in these assays?
TRPN1 ag: 1.5; Thrombin inh: -2; EBV gp42 block: -14; TbHK1 inh: -5; TRPML3 ag: 1.1; m-calpain inh: 0; PPC-1+TRAIL kill: 25; Furin inhibitor: -20

Results for Cc1ccc(-n2nnc3c(SCC(=O)NCc4ccco4)ncnc32)cc1 ?
TRPN1 ag: -0.9; Thrombin inh: -3; KCC2 mod: -0.18; EBV gp42 block: -3; TbHK1 inh: -1; TRPML3 ag: -0.5; m-calpain inh: -24; PPC-1+TRAIL kill: 28; Furin inhibitor: 6[20 µM]

Results for NS(=O)(=O)c1ccc(CCNC(=O)Cc2ccc(S(=O)(=O)N3CCCC3)s2)cc1 ?
TRPN1 ag: 1.6; Thrombin inh: -7; KCC2 mod: 1.8; EBV gp42 block: 22; TbHK1 inh: 1; TRPML3 ag: 0.2; m-calpain inh: -22; PPC-1+TRAIL kill: 13; Furin inhibitor: 4

Results for CN(C)CCn1c(=S)[nH]c2ccc(Cl)cc2c1=O ?
TRPN1 ag: 0.5; Thrombin inh: 0; KCC2 mod: 4.3*; EBV gp42 block: -6; TbHK1 inh: -13; TRPML3 ag: 0.3; m-calpain inh: 22; PPC-1+TRAIL kill: 14; Furin inhibitor: -8

What do the screens show for `CC1C2CC(C/C2=N/NC(=O)c2cccs2)C1(C)C` (stereo not drawn)?
TRPN1 ag: 0.5; Thrombin inh: 4; KCC2 mod: 0.59; EBV gp42 block: -2; TbHK1 inh: -1; TRPML3 ag: 0.9; m-calpain inh: -22; PPC-1+TRAIL kill: 11; Furin inhibitor: -14

Results for COc1ccc([N+](=O)[O-])cc1NS(=O)(=O)c1cccc(C(=O)O)c1 ?
TRPN1 ag: 0.3; Thrombin inh: 1; KCC2 mod: 0.25; EBV gp42 block: -1; TbHK1 inh: -26; TRPML3 ag: 0.8; m-calpain inh: -7; PPC-1+TRAIL kill: -12; Furin inhibitor: -17

Results for O=C1C2C3C=CC(C3=C(c3ccccc3)c3ccccc3)C2C(=O)N1CCO (stereo not drawn) ?
TRPN1 ag: -1.4; Thrombin inh: -7; KCC2 mod: -1.8; EBV gp42 block: -6; TbHK1 inh: -11; TRPML3 ag: 1.7; m-calpain inh: 6; PPC-1+TRAIL kill: 2; Furin inhibitor: -18[20 µM]

Results for O=C(N/N=C/c1ccc([N+](=O)[O-])cc1)c1c[nH]c2ccccc12 ?
TRPN1 ag: 0.4; Thrombin inh: -1; KCC2 mod: -0.014; EBV gp42 block: -13; TbHK1 inh: -1; TRPML3 ag: -0.5; m-calpain inh: -32; PPC-1+TRAIL kill: -20; Furin inhibitor: -25

Results for Cc1ccc(C)c(NC2=C(Cl)C(=O)OC2OC(=O)c2ccco2)c1 (stereo not drawn) ?
TRPN1 ag: -0.3; Thrombin inh: -2; KCC2 mod: -0.18; EBV gp42 block: 4; TbHK1 inh: -5; TRPML3 ag: 1.2; m-calpain inh: 15; PPC-1+TRAIL kill: 8; Furin inhibitor: -22[20 µM]

What do the screens show for `O=C(Cc1cccs1)N1CCN=C1SCc1cccc(F)c1`?
TRPN1 ag: 0.3; Thrombin inh: -6; KCC2 mod: 1.8; EBV gp42 block: -4; TbHK1 inh: 11; TRPML3 ag: -0.1; m-calpain inh: 1; PPC-1+TRAIL kill: 5; Furin inhibitor: -17

How did S=c1[nH]nc(-c2cccc3ccccc23)n1-c1cccnc1 do in these assays?
TRPN1 ag: 0.0; Thrombin inh: -4; KCC2 mod: -2.1; EBV gp42 block: -10; TbHK1 inh: -7; TRPML3 ag: 0.0; m-calpain inh: 2; PPC-1+TRAIL kill: 16; Furin inhibitor: -22

How did COCc1nnc(NS(=O)(=O)c2ccc(C)cc2)s1 do in these assays?
TRPN1 ag: -1.5; Thrombin inh: 1; EBV gp42 block: -16; TbHK1 inh: -1; TRPML3 ag: 0.5; m-calpain inh: 10; PPC-1+TRAIL kill: -2; Furin inhibitor: -22[20 µM]

Not a retest: entries from further up.
What do the screens show for `O=C(Cc1cccs1)N1CCN=C1SCc1cccc(F)c1`?
TRPN1 ag: 0.3; Thrombin inh: -6; KCC2 mod: 1.8; EBV gp42 block: -4; TbHK1 inh: 11; TRPML3 ag: -0.1; m-calpain inh: 1; PPC-1+TRAIL kill: 5; Furin inhibitor: -17

How did S=c1[nH]nc(-c2cccc3ccccc23)n1-c1cccnc1 do in these assays?
TRPN1 ag: 0.0; Thrombin inh: -4; KCC2 mod: -2.1; EBV gp42 block: -10; TbHK1 inh: -7; TRPML3 ag: 0.0; m-calpain inh: 2; PPC-1+TRAIL kill: 16; Furin inhibitor: -22

How did COCc1nnc(NS(=O)(=O)c2ccc(C)cc2)s1 do in these assays?
TRPN1 ag: -1.5; Thrombin inh: 1; EBV gp42 block: -16; TbHK1 inh: -1; TRPML3 ag: 0.5; m-calpain inh: 10; PPC-1+TRAIL kill: -2; Furin inhibitor: -22[20 µM]

Not a hit list; overall some 3.6% were active at least once.
